B2AR arrestin: agonists driving beta-arrestin recruitment to human beta2-adrenergic receptor; P07550; beta-arrestin recruitment to beta2AR, cell-based reporter; Potency, µM (series often up to 46.1 µM), inactives show at the top dose activation, most hits filed as activators; 0.02% of 330,000 active;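 further: potency means the concentration at half of the fitted maximal effect; 0% = DMSO controls and full agonism = EC100 isoproterenol or metaproterenol; nearly all actives have a fitted effect of over 65% in size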
Target sequence (P07550 whole entry, looked up): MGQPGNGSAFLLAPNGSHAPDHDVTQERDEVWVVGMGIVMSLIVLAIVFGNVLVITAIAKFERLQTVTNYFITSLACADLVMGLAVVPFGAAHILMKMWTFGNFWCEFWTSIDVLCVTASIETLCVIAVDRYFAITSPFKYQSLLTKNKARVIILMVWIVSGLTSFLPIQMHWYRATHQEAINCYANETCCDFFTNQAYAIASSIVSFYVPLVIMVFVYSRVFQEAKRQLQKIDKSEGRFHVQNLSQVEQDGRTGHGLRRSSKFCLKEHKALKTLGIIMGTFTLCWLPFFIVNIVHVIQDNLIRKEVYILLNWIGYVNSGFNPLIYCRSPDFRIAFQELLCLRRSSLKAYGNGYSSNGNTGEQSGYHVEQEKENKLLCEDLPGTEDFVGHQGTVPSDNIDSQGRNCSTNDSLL
CXXC DNA block: MLL CXXC-DNA interaction inhibition. Q03164. MLL-CXXC / FITC-HOXA9 DNA fluorescence polarization. Potency, µM (doses to about 115 µM), for the others: top-dose activity change, negative = inhibition, hits mostly inhibitors. 0.037% of 290,000 active; active means well fitted inhibition curve with a large enough effect in the polarisation, with a control signal flat, not every such curve was filed as active; inconclusive means small, poorly fitted or top-dose-only effect, or effect the other way, or a change in a side signal; inactive means no such curve, though single readings can be large or run the other way; the % refers to the polarisation; further: potency means the concentration at half of the fitted maximal effect
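Fluorescence polarization: 7 uM MLL-CXXC (stock) preincubated 5 min with compounds, then 50 nM fluorescein-HOX-A9 DNA (stock) added; 30 min ambient. Buffer 50 mM Tris-HCl pH 7.5, 50 mM NaCl, 1 mM DTT, 0.05% BSA.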
PKM2 act: PKM2 (human) enzyme activation. AID 1631. Potency, µM (series often up to 57.5 µM), for inactives: at the highest dose activation, usual class: activators. purified PKM2, Kinase-Glo ATP luminescence, activation; response scale: 0% is enzyme alone, no compound. 0.34% of 260,000 active. P14618; further: potency means the concentration at half of the fitted maximal effect; on the % scale 0 is the no-effect control and ±100 the full control effect; nearly all actives have a fitted effect of over 55% in size
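Kinase-Glo luminescence reports ATP generated from ADP (0.1 mM) and PEP (0.5 mM) by purified hPK-M2 after 1 h at room temperature, pH 7.2 imidazole buffer; intermediate enzyme activity allows detecting inhibitors and activators.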
Coupling enz: coupling enzyme interference in Giardia aldolase counter-screen; coupling enzyme system counterscreen, AmpLite Red fluorescence; activity change, negative = inhibition, % at 58.2 µM, hits read low; 0.67% of 290,000 active; in the data active means activity change below about -30%; further: on the % scale 0 is the no-effect control and ±100 the full control effect
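Fluorescence at 525 nm excitation and 598 nm emission measured inhibition of the coupled detection system without aldolase. Compounds (at 57.5 uM final) were preincubated 10 min at room temperature with coupling enzyme reagent before a 20 min substrate/AmpLite Red step.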
hERG WT inh: blocks the wildtype human KCNH2 potassium channel; activity change, % at 1.84 µM; 0.37% of 340,000 active; AID 720551; U2OS, BacMam KCNH2, thallium flux FluxOr; stronger effect = lower value;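 active means maximum activity change below -70%; inconclusive means maximum activity change between -70% and -50%; inactive means maximum activity change above -50%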; further: on the % scale 0 is the no-effect control and ±100 the full control effect
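U2OS cells transduced with wild-type KCNH2 virus are loaded with FluxOr dye for 45 min, and thallium flux is measured in kinetic reads before and after stimulation buffer. Rate constants are normalized to DMSO controls.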
KCNH2 3.1 inh: blocks the human KCNH2 3.1 channel isoform. U2OS KCNH2 3.1, thallium flux FluxOr; stronger effect = lower value. activity change, % (tested at about 1.8 µM). 0.95% of 340,000 active;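 active means maximum activity change below -70%; inconclusive means maximum activity change from -70% to -50%; inactive means maximum activity change above -50%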;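 further: thallium influx rate constant from kinetic fluorescence after stimulation buffer; on the % scale 0 is the no-effect control and ±100 the full control effect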
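Normalized rate constant (relative to positive and negative DMSO controls) derived from a 2 min kinetic fluorescence read after stimulation; U2OS cells expressing the 3.1 isoform via virus at 1.77 x 10^8 /mL.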
USP2a inh: blocks human ubiquitin-specific protease USP2a; USP2 core, Ub-CHOP2 coupled fluorogenic reporter, 485/531; Potency, µM (highest dose often 38.3 µM), without a hit: at the highest dose activity change, negative = inhibition, usual class: inhibitors; 0.01% of 330,000 active;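 further: potency means the concentration at half of the fitted maximal effect; plate controls were DMSO wells for no effect and full inhibition by NEM control for full effect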
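Deubiquitinase activity read as fluorescence (485/531 nm) after Ub-CHOP2 cleavage activates the enterokinase reporter on its substrate; USP2 core 10nM, Ub-CHOP2 and substrate 25nM each, 30min compound preincubation then 60min RT; data normalized to NEM, curves fitted.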
Giardia kill: kills Giardia lamblia; activity change, % at 7.66 µM, hits read low; 0.15% of 340,000 active; Giardia lamblia trophozoite viability; in the data active means activity change below about -80%; inconclusive means between about -30% and that limit;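 further: parasites exposed to compound for two days anaerobically before the ATP read; on the % scale 0 is the no-effect control and ±100 the full control effect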
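Killing of trophozoites was scored by loss of ATP luminescence after a 48 hrs anaerobic exposure to compounds at 37 deg C, using 100 cells per well.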
TRPV1 ag: activates the human vanilloid receptor TRPV1. 0.19% of 320,000 active. activation, % at 8.33 µM. TRPV1-expressing cells, Fluo-8 calcium influx, agonist mode; in the data active means activation above about 80%; inconclusive means between about 30% and that limit; further: 0% is about no effect
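Fluo-8 calcium influx in TRPV1-expressing cells, kinetic read (ex 480/em 520 nm). Compound added and read 3 min for agonist activity, followed by capsaicin at EC20 final and 2 min further read for enhancement.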
Menin MLL FP TR: menin-MLL binding inhibition, Texas Red mutant peptide; Menin + Texas Red MLL mutant peptide, fluorescence polarization; Potency, µM (series often up to 61.6 µM), without a hit: at the top dose FP activity change, negative = inhibition, most hits filed as inhibitors; 0.23% of 270,000 active; AID 1768; active means well fitted inhibition curve with a large enough effect in the polarisation, with a control signal flat, not every such curve was filed as active; inconclusive means small, poorly fitted or top-dose-only effect, or effect the other way, or a change in a side signal; inactive means no such curve, though single readings can be large or run the other way; the % refers to the polarisation; further: potency means the concentration at half of the fitted maximal effect; % of control where 0% means no effect; many of its hits are not listed in these tables
GALK inh: galactokinase (human) inhibition; 0.007% of 270,000 active; AID 1868; P51570; Purified GALK, Kinase-Glo residual ATP luminescence; Potency, µM (titrated, usually from 57.5 µM), inactives show at the top dose activity change, negative = inhibition, actives largely listed as inhibitors; further: potency means the concentration at half of the fitted maximal effect; on the % scale 0 is the no-effect control and ±100 the full control effect
Target sequence (P51570 whole entry, looked up): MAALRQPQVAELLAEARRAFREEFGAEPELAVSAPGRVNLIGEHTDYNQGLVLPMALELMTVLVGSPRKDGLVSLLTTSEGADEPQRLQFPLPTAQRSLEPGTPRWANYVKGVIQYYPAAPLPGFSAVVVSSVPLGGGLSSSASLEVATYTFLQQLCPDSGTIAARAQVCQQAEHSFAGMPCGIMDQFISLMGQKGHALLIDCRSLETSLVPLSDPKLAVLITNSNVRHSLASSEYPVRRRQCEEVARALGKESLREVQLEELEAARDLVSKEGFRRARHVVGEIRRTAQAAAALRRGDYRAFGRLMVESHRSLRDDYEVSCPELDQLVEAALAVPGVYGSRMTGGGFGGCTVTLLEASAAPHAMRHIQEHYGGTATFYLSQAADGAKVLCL
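Galactose (100 uM) and ATP (35 uM) were turned over by 5 nM GALK for 1 h at RT. Kinase-Glo Plus then converted the remaining ATP into a luminescent signal.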
Numbers without * were called inactive; ? = inconclusive; / = not tested or not shown; [ ] = dose if it differs, or a comment. Unless noted, the call rests on the fitted dose curve; in most records, active means well fitted curve in the direction sought with a large enough effect; inconclusive means small, poorly fitted or top-dose-only effect, or another doubt; inactive means no such curve, though single readings can be large; an effect the other way counts as inactive or inconclusive. Only part of the results is shown (hit frequency here may not be typical).

SMILES	B2AR arrestin	CXXC DNA block	PKM2 act	Coupling enz	hERG WT inh	KCNH2 3.1 inh	USP2a inh	Giardia kill	TRPV1 ag	Menin MLL FP TR	GALK inh
COc1cc(/C=N/Nc2ccc([N+](=O)[O-])cc2S(=O)(=O)N2CCOCC2)cc(OC)c1OC	0.1%	6.4%	4.6%	0.7	-2.7	?	-0.2%	7.8	-0.1	-3.8%	-1.2%
Cc1ccc(NC(=O)CSc2ncn[nH]2)cc1S(=O)(=O)N1CCOCC1	-0.1%	18.4%	0.4%	2.9	-7.4	4.7	2.6%	26.4	7.1	-2.5%	-0.7%
COc1ccccc1NC(=O)c1cc2c(s1)-c1ccccc1S(=O)(=O)C2	-0.5%	-0.1%	-0.3%	4.7	1.6	-6.8	1.2%	0.2	-2.4	/	/
Cc1ccc(-c2nnc(CCC(=O)N(C)Cc3nccs3)o2)s1	0.0%	-1.9%	-12.4%	1.3	8.7	-10.6	0.9%	-17.5	1.4	?	10.3%
COCc1[nH]nc2c1C(c1ccnc3ccccc13)C(C#N)=C(N)O2 (stereo not given)	0.0%	4.3%	2.1%	0.0	-13.3	3.9	3.5%	-1.5	3.8	3.5%	1.6%
Cc1cc(CN2C(=O)c3ccccc3C2=O)on1	0.0%	-2.1%	10.8%	1.4	2.1	46.0	0.4%	-1.5	-1.8	7.9%	2.5%
COc1cc(NC(=O)C2CC(=O)NC3=C2C(=O)CCC3)cc(OC)c1 (stereo not given)	-0.1%	1.1%	-1.1%	-0.8	-0.4	-5.0	-4.8%	9.6	3.1	-19.8%	-0.2%
CCn1nc(C(=O)OCC(=O)N2c3ccccc3CC2C)c2ccccc2c1=O (stereo not given)	0.3%	-6.3%	-6.1%	9.5	-7.5	2.4	-1.4%	10.6	0.6	-14.1%	7.1%
CCCC(=O)Nc1nnc(S(=O)(=O)N(C)Cc2ccco2)s1	0.0%	-4.7%	-5.6%[0.46 µM]	0.4	1.9	-4.4	1.4%	9.4	-1.7	-3.4%	-2.5%
Cc1onc(-c2c(F)cccc2Cl)c1C(=O)NCc1ccccn1	-0.3%	0.0%	-4.9%	0.3	-3.4	3.3	0.6%	-3.8	-1.3	1.8%	7.7%
COc1cc2c(cc1OC)C(COc1ccccc1OC)N(C(C)=O)CC2 (stereo not given)	-1.3%	2.5%	/	0.5	-8.8	-5.2	1.1%	-1.5	1.1	-13.2%	/
CCCCNC(=O)OCC(CC)NC(=O)OCC(C)C (stereo not given)	0.0%	-2.0%	-5.1%	-0.5	-9.2	7.9	0.3%	0.5	13.2	-6.5%	-0.2%
CCC/C(O)=C1\C(=O)CC(C)(C)CC1=Nc1ccc(OC)cc1OC	4.4%	4.3%	0.2%	5.4	11.8	5.9	?	-5.2	?	-0.1%	2.5%
Cc1ccc(/C=C(\NC(=O)c2ccccc2)C(=O)NCCN2CCOCC2)o1	-0.1%	/	-0.1%	2.2	0.4	-2.8	1.4%	23.4	-0.4	3.5%	/
Cc1ccc(/C=C2/NC(=O)N(Cc3ccccc3F)C2=O)s1	-0.1%	?	15.6%	0.5	-6.8	12.5	18.3%	8.9	13.0	-16.7%	-0.1%
CC(C)C(NC(=O)CCNC(=O)c1ccc(C(C)(C)C)cc1)c1nc2ccccc2[nH]1 (stereo not given)	0.0%	/	/	/	14.4	-12.4	-0.3%	-0.9	-2.9	/	/
CCC1=Nc2cc(C(=O)NCCCOC)ccc2Sc2ccccc21	-0.9%	-7.9%	2.8%	8.9	6.7	4.1	-2.1%	20.1	?	6.2%	0.0%
C=CCn1c(CCNC(=O)c2cccs2)nnc1SCC(=O)c1cccc([N+](=O)[O-])c1	-0.1%	-3.6%	-1.9%	0.5	-21.0	-4.1	-0.6%	-2.2	-0.8	-1.1%	-5.0%
CN(CC(=O)Nc1ccccc1Cl)CC(=O)N1CCc2ccccc21	-0.4%	/	/	/	9.2	-3.8	0.2%	6.9	19.4	/	/
NC(=O)COC(=O)C12CC3CC(CC(O)(C3)C1)C2	-1.0%	-1.8%	-4.4%	1.2	-8.3	11.9	-0.7%	8.6	0.0	0.2%	0.4%
O=C(CCNS(=O)(=O)c1cccc2nsnc12)NCc1ccc(F)cc1	0.2%	7.1%	-6.9%	0.6	1.2	30.2	-0.3%	-0.3	4.0	-1.0%	0.5%
O=C(NC1CCCCC1)C1CCCN(S(=O)(=O)c2ccc(F)cc2)C1 (stereo not given)	0.2%	3.6%	-3.1%	0.0	0.5	-2.9	-0.6%	-0.6	2.3	-1.5%	1.0%
Clc1nccnc1N/N=C/c1ccc(Br)cc1	0.1%	0.0%	-66.3%	-2.1	6.2	6.1	-0.4%	-21.6	28.4	10.6%	2.5%
CC(C)(C)c1nnc(NS(=O)(=O)c2cc(Cl)ccc2Cl)s1	-1.2%	?	1.2%[11.5 µM]	-24.1	-0.7	-3.8	1.9%	-24.7	-0.6	?	-5.6%
CSc1ccccc1NC(=O)N1CCCC(C(=O)c2ccc3c(c2)OCO3)C1 (stereo not given)	-0.8%	0.0%	30.0%	2.2	-3.9	7.7	3.9%	-6.1	11.6	-6.8%	3.0%
O=C1C2=C(SCCS2)C(=O)N1c1ccccc1	-0.8%	-4.3%	12.2%	5.7	8.4	1.2	1.0%	14.4	13.8	2.3%	2.7%
COc1ccc(CCN2C(=O)CC(NC34CC5CC(CC(C5)C3)C4)C2=O)cc1OC (stereo not given)	-0.3%	2.0%	2.4%	-0.3	-0.7	3.4	9.7%	9.4	12.2	-7.3%	1.3%
COc1ccccc1Oc1cc(-n2nc(C)cc2C)ncn1	-2.0%	-1.5%	2.4%	-4.9	9.8	-43.9	1.6%	26.1	4.8	-9.3%	/
Nc1cc(OC(=O)c2ccco2)nn1S(=O)(=O)c1ccc(F)cc1	-0.1%	110.1%[activator]	-2.0%	-1.6	2.7	0.5	1.4%	19.7	1.6	12.1%	1.4%
NS(=O)(=O)c1ccc(CCNC(=O)COc2ccc3c4c(c(=O)oc3c2)CCC4)cc1	-0.6%	2.4%	/	/	-10.9	7.4	0.3%	-16.6	0.2	/	-1.5%
CCS(=O)(=O)Nc1ccc(-c2nnc(SCC(=O)OC)o2)cc1	-0.1%	5.6%	15.7%	4.3	3.7	-10.3	0.5%	4.0	2.5	1.3%	3.0%
Cc1ncc(CO)c(/C=N/Nc2ccc(C(F)(F)F)cn2)c1O	-0.3%	63.3%[activator]	-9.3%	-1.7	3.5	22.4	0.6%	-18.1	7.8	8.6%	-1.4%
CC1=NN(C(=O)COc2cc(C)ccc2C(C)C)C(O)(c2ccccc2)C1 (stereo not given)	0.3%	-9.2%	8.5%	-0.4	1.6	5.4	0.3%	1.2	6.1	/	-0.2%
Cc1ccc2nc3c(c(Nc4ccc5c(c4)OCCO5)c2c1)CCC3	0.0%	8.0%	0.6%	1.9	4.4	-10.0	-1.1%	-0.4	5.3	-15.4%	-2.6%
COc1cccc(C2CC(=O)NC3=C2C(=O)CCC3)c1 (stereo not given)	6.6%	4.2%	-2.6%	-0.3	-1.4	-2.3	0.4%	8.8	-0.3	3.7%	-2.6%
COc1ccc(S(=O)(=O)NCC(c2cccnc2)N2CCN(c3ccccc3OC)CC2)cc1C (stereo not given)	0.0%	-5.6%	-3.4%	0.3	-6.2	7.1	0.5%	-3.8	-1.0	-17.9%	4.3%
N#CC1=C(N)C2=CCCC[C@H]2[C@H](c2ccc(Br)cc2)C1(C#N)C#N	8.4%	22.2%	7.94µM*	-23.2	4.0	-21.1	7.3%	2.4	-2.5	?	-0.6%
COc1cccc(/C=N/NC(=O)c2ccc([N+](=O)[O-])cc2Cl)c1O	1.2%	-19.8%	-2.9%	-0.9	0.6	6.4	-0.3%	-15.6	11.9	23.4%	/
O=C(NNC(=O)C1CC(c2cccs2)=NO1)NC1CCCCC1 (stereo not given)	-0.1%	5.5%	-2.0%	-2.5	1.9	3.6	2.3%	0.2	0.3	8.0%	2.3%
Cn1cccc1C(=O)OCC(=O)N1CC(=O)Nc2ccccc21	-0.7%	-4.8%	1.4%	-0.2	-1.2	-5.1	2.8%	7.7	5.6	-15.3%	11.2%
COc1ccc(Nc2c3c(c(C#N)c4nc5ccccc5n24)CCC3)cc1	10.6%	12.6%	-0.6%	-0.6	1.0	-4.6	3.2%	-9.6	-2.0	-10.1%	/
O=C(O)c1ccc(C[n+]2c(-c3ccccc3)csc2Nc2ccccc2)cc1	-0.7%	-4.5%	1.3%	11.0	-3.8	-2.2	1.0%	-15.8	1.9	12.2%	-4.9%
CCn1c(SCC(=O)Nc2cc(C)nn2-c2ccccc2)nnc1-c1cccs1	-0.2%	-10.3%	-3.8%	0.3	3.5	1.0	0.5%	0.1	0.7	/	4.3%
